MITF primary = inhibitors of human MITF; inhibition, % at 2.6 µM; 650,000 tested, 0.91% active; O75030; AlphaScreen MITF homodimerization, bead proximity signal; AID 1259374; in the data active = inhibition above about 50%;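 also: 0% = vehicle wells with protein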
GPR151 ag = activators of human GPR151. PathHunter beta-arrestin GPR151 cells, luminescence. activation, % at 11.2 µM. 650,000 tested, 1% active; in the data active = activation above about 4.9%;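 also: 0% = median of compound wells and 100% = cells with positive control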
TEAD-YAP inh = TEAD-YAP interaction inhibition | HEK-TIYL cells, TEAD-Gal4/YAP UAS-luciferase luminescence | inhibition, % at 9.12 µM | 640,000 tested, 1.4% active | AID 1259422; in the data active = inhibition above about 32%;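 also: 0% = median of test compound wells and 100% = reference inhibitor wells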
FBW7 activator = human FBW7 E3 ligase activation, primary screen. normalized activity (activation), % at 26.1 µM. AlphaScreen FBW7–phospho-cyclin E peptide binding, activator screen. 650,000 tested, 0.13% active. AID 1259310; in the data active = normalized activity above about 1.9%;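 also: purified mutant Fbw7 with reduced substrate affinity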
Target sequence (Q969H0 whole entry, looked up): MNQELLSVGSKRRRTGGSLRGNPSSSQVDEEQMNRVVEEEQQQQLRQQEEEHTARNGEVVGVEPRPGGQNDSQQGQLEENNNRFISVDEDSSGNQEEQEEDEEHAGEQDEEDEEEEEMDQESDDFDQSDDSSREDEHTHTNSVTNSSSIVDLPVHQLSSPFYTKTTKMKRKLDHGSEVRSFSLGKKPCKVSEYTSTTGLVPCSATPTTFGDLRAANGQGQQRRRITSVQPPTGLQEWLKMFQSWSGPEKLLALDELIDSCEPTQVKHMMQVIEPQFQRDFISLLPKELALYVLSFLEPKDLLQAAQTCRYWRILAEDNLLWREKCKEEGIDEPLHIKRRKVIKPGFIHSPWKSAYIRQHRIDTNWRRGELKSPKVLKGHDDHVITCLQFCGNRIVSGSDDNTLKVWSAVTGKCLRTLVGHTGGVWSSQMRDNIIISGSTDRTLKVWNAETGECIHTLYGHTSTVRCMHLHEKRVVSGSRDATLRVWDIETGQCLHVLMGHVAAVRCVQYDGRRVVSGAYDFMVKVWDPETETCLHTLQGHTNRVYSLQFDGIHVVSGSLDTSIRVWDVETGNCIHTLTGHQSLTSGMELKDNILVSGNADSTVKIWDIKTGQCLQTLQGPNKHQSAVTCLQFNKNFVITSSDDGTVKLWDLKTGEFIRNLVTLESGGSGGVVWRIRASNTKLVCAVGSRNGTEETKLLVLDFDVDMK
* marks the source's active call; other numbers are inactive results.

A first look:
The line under a structure holds: MITF primary	GPR151 ag	TEAD-YAP inh	FBW7 activator
Cc1ccc(Nc2nc3ccccc3n3cnnc23)c(Cl)c1
  7.4	-1.1	0.8	-0.2
O=C(O)C1(P(=O)(c2ccccc2)c2ccccc2)CCC1
  21.6	2.3	2.7	0.2
Cc1ccc(CNC(=O)CCc2nnc(C3(c4ccc(Cl)cc4)CCC3)o2)s1
  4.7	0.5	-4.3	0.0
O=c1oc2cc(Br)ccc2n1CN1CCOCC1
  4.3	-0.7	-9.4	0.0

All compounds of this part (from the top)
The line under a structure holds: MITF primary	GPR151 ag	TEAD-YAP inh	FBW7 activator
Cc1ccc(Nc2nc3ccccc3n3cnnc23)c(Cl)c1
  7.4	-1.1	0.8	-0.2
O=C(O)C1(P(=O)(c2ccccc2)c2ccccc2)CCC1
  21.6	2.3	2.7	0.2
Cc1ccc(CNC(=O)CCc2nnc(C3(c4ccc(Cl)cc4)CCC3)o2)s1
  4.7	0.5	-4.3	0.0
O=c1oc2cc(Br)ccc2n1CN1CCOCC1
  4.3	-0.7	-9.4	0.0
Cc1cccc(CSc2nc3c([nH]c4ccccc43)c(=O)n2C)c1
  10.7	-1.4	4.3	0.9
O=[N+]([O-])c1ccc(Cl)cc1NCCO
  3.3	0.8	-1.9	0.1
Fc1ccccc1-c1cc(NCc2ccco2)nc(-c2cccnc2)n1
  3.2	2.0	5.9	0.0
N#CCCN(CCO)c1ccc(C(C#N)=c2ccc(=C(C#N)C#N)cc2)cc1
  4.0	-0.3	21.7	0.6
CC(C)(C)c1ccc(C(=O)Nc2nc3ccccc3s2)cc1
  9.8	0.8	39.2*	-0.1
Cc1ccc(N2C(=O)/C(=C/c3ccc(-c4cc(Cl)ccc4Cl)o3)C=C2c2ccccc2)c(Br)c1
  1.6	0.5	-3.5	0.1
COc1ccc(Nc2ncc(-c3ccccc3CN(C)C)n3ccnc23)cc1
  6.8	0.2	15.7	0.0
COc1ccc(N2C(=O)CSC2c2ccccc2[N+](=O)[O-])cc1 (centres undefined)
  6.9	1.6	0.1	-0.1
O=C(CC(NS(=O)(=O)c1ccc(Br)cc1)c1ccco1)NC1CCCC1 (centres undefined)
  14.1	0.8	-0.4	0.4
COc1ccc(C2C(C(=O)Nc3nc4ccc(OC)cc4s3)c3ccccc3C(=O)N2Cc2ccc(F)cc2)cc1 (centres undefined)
  7.7	0.2	8.0	0.9
O=C1CSC(=Nc2ccccc2)N1Cc1ccccc1
  3.7	-1.3	1.8	0.0
Cc1onc(/C=C/N2CCOCC2)c1S(=O)(=O)N(C)c1ccccc1Cl
  5.1	-0.8	4.0	0.0
Cc1ccc2oc(=O)c3cnn(CC(=O)NC4CCN(Cc5ccccc5)CC4)c3c2c1
  -5.0	0.3	-5.2	-0.1
CC1(C)O[C@@H]2CC3C4CCC5=CC(=O)C=C[C@]5(C)C4[C@@H](O)C[C@]3(C)[C@]2(C(=O)CO)O1 (some centres undefined)
  -2.3	-1.3	-12.8	-0.1
O=C(CSc1n[nH]c(=O)[nH]c1=O)N/N=C/c1ccco1
  -4.5	0.9	2.1	-0.1
CN1CCN(c2cc(-c3ccc(NC(=O)[C@H]4COc5ccccc5O4)cc3)ccn2)CC1
  23.9	0.7	-5.6	-0.1

(next part)
The line under a structure holds: MITF primary	GPR151 ag	TEAD-YAP inh	FBW7 activator
CCOC(=O)c1ccc2nc(NC(C)=O)sc2c1
  2.2	2.8	-55.2	-0.1
COc1cccc(NC(=O)CSC2=C(C#N)C(c3cccs3)CC(=O)N2)c1 (centres undefined)
  -10.8	0.7	39.6*	-0.3
O=C(COC(=O)c1cccc([N+](=O)[O-])c1C(=O)OCC(=O)c1ccc(Br)cc1)c1ccc(Br)cc1
  14.1	-1.3	5.9	0.2
O=C(CSc1ccc2c(c1)OCCO2)c1ccc[nH]1
  6.7	-0.8	-38.0	-0.1
CCCC(=O)C1C(=O)CC(CC(C)SCC)CC1=O (centres undefined)
  -7.6	0.0	6.6	-0.1
COc1ccc(OC(=O)CN2C(=O)c3ccccc3C2=O)cc1
  -4.7	-0.2	12.9	0.0
COCCNC(=O)/C(C#N)=C/c1cc(C)n(-c2ccc(F)cc2)c1C
  6.1	-0.3	-58.9	-0.1
COC(=O)c1c(NC(=O)CSc2ncn[nH]2)sc2c1CCCC2
  10.1	2.3	16.3	0.4
COc1cccc2cc(-c3nc4ccccc4s3)c(=O)oc12
  5.5	-1.6	72.3*	0.0
CCOC(=O)c1sc(NC(=O)c2cc3nc(-c4ccc(OCC)cc4)cc(C)n3n2)c(C(=O)OCC)c1C
  6.6	-0.4	4.3	0.2
Nc1ncc(C(O)(C(F)(F)F)C(F)(F)F)s1
  5.6	0.4	1.7	0.0
COC(=O)CN(Cc1ccccc1)S(=O)(=O)c1ccc(OC)cc1
  5.0	-0.8	6.4	0.0
Cc1ccc(NC(=O)C2CC(=O)N(Cc3ccc(Cl)cc3)C(=Nc3ccccc3)S2)c(C)c1 (centres undefined)
  19.2	-0.4	-1.0	0.2
Cc1nn(-c2ccccc2)c(C)c1/C=N/NC(=O)c1ccccc1O
  12.1	-0.2	-13.8	0.9
CCOC(=O)c1cccc(NC(=O)c2cc3c(=O)n(C)c4ccccc4c3n2C)c1
  -7.2	0.2	2.9	0.1
N#Cc1c(NC(=O)c2nn3c(C(F)(F)F)cc(-c4cccs4)nc3c2Cl)sc2c1CCCC2
  -3.4	9.2*	-1.3	0.1
CC(=O)OCCN1C(=O)c2cccc3c(N4CCOCC4)ccc(c23)C1=O
  -10.1	0.5	-31.3	0.4
CN(C)/C=N/c1ncc(C(=O)c2ccc(Cl)cc2Cl)s1
  8.8	-1.7	-12.0	-0.1
Cc1nc(C)c(-c2csc(Nc3ccccc3Br)n2)s1
  15.7	0.3	-29.2	0.7
COc1ccc(CN2CCN(C3CC4CCC3C4)CC2)cc1 (centres undefined)
  76.6*	-0.4	-4.5	1.1

A few values from the entries so far:
`O=C(COC(=O)c1cccc([N+](=O)[O-])c1C(=O)OCC(=O)c1ccc(Br)cc1)c1ccc(Br)cc1` @ GPR151 ag = -1.3
`Cc1ccc(NC(=O)C2CC(=O)N(Cc3ccc(Cl)cc3)C(=Nc3ccccc3)S2)c(C)c1` (centres undefined) @ MITF primary = 19.2
`CC(=O)OCCN1C(=O)c2cccc3c(N4CCOCC4)ccc(c23)C1=O` @ GPR151 ag = 0.5
`COC(=O)CN(Cc1ccccc1)S(=O)(=O)c1ccc(OC)cc1` @ TEAD-YAP inh = 6.4
`CCOC(=O)c1cccc(NC(=O)c2cc3c(=O)n(C)c4ccccc4c3n2C)c1` @ TEAD-YAP inh = 2.9
`COc1ccc(CN2CCN(C3CC4CCC3C4)CC2)cc1` (centres undefined) @ FBW7 activator = 1.1

Continued:
The line under a structure holds: MITF primary	GPR151 ag	TEAD-YAP inh	FBW7 activator
CCCCOC(=O)Nc1ccccc1C(N)=O
  6.1	-0.6	-10.9	0.2
CCOCCOC(=O)C1=C(C)NC(=O)NC1c1cccc(OC)c1 (centres undefined)
  -5.6	-0.2	-9.4	0.4
CN1CCc2c(sc3nc(NN)n(-c4ccccc4)c(=O)c23)C1
  42.7	1.2	-20.4	0.0
CCCCN(CC)CCNC(=O)c1[nH]c(C)c(C(C)=O)c1C
  -2.0	-1.0	0.9	-0.2
CC(=O)C1(c2ccccc2)CCC(=O)CC1
  1.5	-0.5	-7.5	-0.1
COc1cc(OC)c(/C=C2/C(=O)NC(=O)N(c3ccc(C)cc3)C2=O)c(OC)c1
  -2.8	1.0	-0.7	-0.3
CS(=O)(=O)n1c(SCC(=O)c2ccc(Cl)cc2)nc2ccccc21
  13.6	1.1	-22.1	1.3
CC(=O)Nc1ccc(Nc2cc(C(F)(F)F)nc3ncnn23)cc1
  -4.2	-6.5	-48.0	-0.2
CCOc1ccc2c(c1)C(C)=CC(C)(C)N2C(=O)Nc1ccccc1
  10.3	2.2	-19.1	-0.1
CCN(CC)S(=O)(=O)c1cc(C(=O)Nc2ccc(Br)cc2)ccc1F
  -2.6	0.7	8.0	-0.1
Cc1cccc2nc(CSc3nc4[nH]ncc4c(=O)n3-c3ccc(Br)cc3)cc(=O)n12
  0.4	1.8	10.3	-0.1
Cc1cc(C(=O)Nc2cc(C(F)(F)F)ccc2N2CCCC2)n(C)n1
  16.6	1.7	-2.6	-0.2
CCOc1ccc(-n2cc(C(=O)Nc3ccc(Cl)cn3)c3cc(OC)c(OC)cc3c2=O)cc1
  -3.6	-0.4	13.0	0.1
O=C(NNC(=O)c1ccc(Cl)c(Cl)c1)c1cccc(Cl)c1
  19.6	2.2	-4.1	0.0
O=C(c1ccncc1)N1CCN(CC(O)c2cccs2)CC1 (centres undefined)
  0.6	0.8	-1.6	0.1
CCOc1ccc(S(=O)(=O)Nc2cccc(C(=O)O)c2)cc1
  15.1	-1.3	-1.6	0.1
O=C(COC(=O)c1cc2ccccc2oc1=O)c1ccc(NC(=O)c2ccccc2)cc1
  -0.4	-0.6	4.4	0.0
FC(F)(F)c1cccc(CNc2cc(Nc3cnccn3)ncn2)c1
  7.5	-1.2	-12.8	-0.2
O=C1CSC(=S)N1N1C(=O)c2ccccc2C1=O
  -6.5	1.9	-3.5	-0.1
O=C1COc2cc(S(=O)(=O)CCC(=O)N3CCCCC3)c(Cl)cc2N1
  7.0	-0.1	-1.2	0.2

Additional results:
The line under a structure holds: MITF primary	GPR151 ag	TEAD-YAP inh	FBW7 activator
O=C1NC(=O)N(c2ccc(F)cc2)C(=O)/C1=C/c1ccco1
  72.7*	0.6	-1.1	0.0
COc1ccc(N2CCN(C(=O)CCSCc3ccccc3F)CC2)cc1
  3.4	2.2	1.5	-0.2
CCCNc1nc(N2CCc3ccccc3C2)nc2c1ncn2C1CCCCC1
  12.9	1.2	-16.8	0.0
O=C(CSc1nnc(-c2ccc(F)cc2)c(-c2ccc(F)cc2)n1)NCc1ccccc1Cl
  10.5	0.4	3.8	0.4
CCOC(=O)C1CCCCN1Cc1ccc(OC)c(C)c1OC (centres undefined)
  42.3	0.3	-0.3	-0.3
Cc1nc(-c2ccncc2)cc(N2CCC3(CC2)OCCO3)n1
  5.6	0.1	-7.0	0.0
CCNC(=O)N1CCC(Oc2cccc(-c3ccccc3CN(C)C)c2)CC1
  3.8	-1.1	-1.2	0.0
Cc1cccc(N2CCN(C(=O)c3cc(S(=O)(=O)N4CCOCC4)ccc3F)CC2)c1C
  14.0	-1.5	10.3	0.7
Nc1nnc(SCc2ccccc2F)n1-c1ccccc1
  7.5	0.2	-0.9	0.0
COc1ccc(-c2nnc(SCC(=O)c3ccc(F)cc3)o2)cc1
  6.5	-0.8	0.7	0.2
CCc1nnc(NC(=O)NCCN2C(=O)C3C4C=CC(C4)C3C2=O)s1 (centres undefined)
  6.5	-0.1	-2.5	0.2
O=c1c2sccc2nc(SCc2nc3ccccc3[nH]2)n1Cc1ccccc1Cl
  5.3	-2.1	-19.3	-0.1
CC1CCN(C(=O)c2ccc3c(c2)C(=O)N(CCC2=CCCCC2)C3=O)CC1
  -0.1	-1.2	-9.5	-0.1
CCOC(=O)CNC(=O)N1CCC(CCCc2ccccc2)(C(=O)OCC)CC1
  -7.5	0.9	-9.4	-0.2
c1ccc(CNc2nc(NCc3ccc4c(c3)OCO4)nc3c2ncn3-c2ccsc2)cc1
  10.4	-1.5	-5.3	-0.1
CCN(C(=O)COC(=O)c1ccc([N+](=O)[O-])o1)C1CCS(=O)(=O)C1 (centres undefined)
  3.4	0.0	12.7	0.1
CCc1ccc(S(=O)(=O)N2CCN(C)CC2)cc1
  12.8	-0.5	3.1	0.1
Cc1nc(NCCc2ccc(O)cc2)c2nnn(Cc3ccccc3)c2n1
  5.2	0.2	-9.0	0.1
CCN(CC)C(=O)c1c[nH]c2ccc(S(=O)(=O)N(C)c3ccc(F)cc3)cc2c1=O
  -2.7	2.8	-2.3	0.0
CC(C)Oc1ccc(CN2CCC3(CCC(=O)N3C)CC2)cc1
  -3.0	-0.4	0.7	-0.1

Among those listed so far, these have a nitro group on carbon:
The line under a structure holds: MITF primary	GPR151 ag	TEAD-YAP inh	FBW7 activator
O=[N+]([O-])c1ccc(Cl)cc1NCCO
  3.3	0.8	-1.9	0.1
COc1ccc(N2C(=O)CSC2c2ccccc2[N+](=O)[O-])cc1 (centres undefined)
  6.9	1.6	0.1	-0.1
O=C(COC(=O)c1cccc([N+](=O)[O-])c1C(=O)OCC(=O)c1ccc(Br)cc1)c1ccc(Br)cc1
  14.1	-1.3	5.9	0.2
CCN(C(=O)COC(=O)c1ccc([N+](=O)[O-])o1)C1CCS(=O)(=O)C1 (centres undefined)
  3.4	0.0	12.7	0.1

Screening data (PubChem BioAssay)
